# PL biosyn Enam: blocks phospholipid synthesis in CHO cells, Enamine compounds. ZR-82 CHO cells, pyrene fatty acid UV survival, CellTiter Blue; peroxisome-deficient CHO-K1 mutant line; plus DGAT-1, DGAT-2 and ACAT inhibitors. actives 0.4% (n = 20,000). calls only at 10 µM. AID 1347385;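 active means cell survival signal 2 SD away from solvent-only control wells, confirmed on one or two retests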;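 further: 3 h compound exposure then viability read about one day after UV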
# Calls only; i = inactive. Only part of the results is shown; count on the stated rates, not on these rows.
SMILES,PL biosyn Enam
O=C1NC(=O)C2(CCCCCCCCCCC2)N1,i
Cc1cc(C(=O)CN2C(=O)C(=O)N(C(C)C)C2=O)c(C)n1CCc1cccs1,i
O=C1CC(Nc2ccc(Br)cc2)C=C1Nc1ccc(Br)cc1 (stereo not drawn),i
Fc1ccc(/C=N/Nc2ccc3ccccc3n2)cc1F,i
c1ccc(-n2cc(C3Nc4ccccc4-c4nc5ccccc5n43)c(-c3cc4ccccc4o3)n2)cc1 (stereo not drawn),i
CC1CCC(C(C)C)C(OP(=O)(NC(C)C)c2ccccc2)C1 (stereo not drawn),i
O=C(N1CCN(S(=O)(=O)c2cccs2)CC1)n1ccnc1,i
c1ccc2c(c1)OCC(CNc1ncnc3c1oc1ccccc13)O2 (stereo not drawn),i
O=S(=O)(c1ccccc1Cl)N1CCc2ccccc21,i
CCc1ccc[n+](-c2[nH]c(=O)sc2/C=N/N=C(N)[O-])c1,i
COc1ccccc1-c1nnc2n1N=C1CCCCC1S2 (stereo not drawn),i
O=C(CSc1nnnn1C1CC1)N1CCN(C(=O)c2cccs2)CC1,i
O=C(CSc1nnc(-c2ccco2)o1)NCCCN1CCCC1=O,i
Cc1noc(C)c1C(=O)Nc1nnc(C2CC2)s1,i
O=S(=O)(c1ccc(I)cc1)N1CCSC1c1ccccc1 (stereo not drawn),i
CC1CC1c1ccc(/C=C/C(=O)O)o1 (stereo not drawn),i
CCC(C)Nc1nc(-c2ccc(Cl)cc2)cs1 (stereo not drawn),i
Cc1ccc(C2=NN3C(C2)c2ccccc2OC3c2cccs2)o1 (stereo not drawn),i
ClC(Cl)(Cl)C1c2ccccc2Nc2ccccc21,i
CCOC(=O)c1c(/C=C/C(=O)O)c(C)n(CC)c1C,i
c1ccc2sc(COc3ccc4c(c3)OCO4)nc2c1,i
C(=N\Nc1nncc2ccccc12)/c1ccc2c(c1)OCCO2,i
Cn1c(C(=O)O)ccc1[N+](=O)[O-],i
FC(F)Oc1ccc(NC(=S)Nc2cc(Cl)c(Cl)cc2Cl)cc1,i
CCCCn1c(N)c(N(CCC)C(=O)/C=C/c2ccco2)c(=O)[nH]c1=O,i
C=CCN1C(=O)/C(=C/c2c(N3CCCCC3)nc3c(C)cccn3c2=O)SC1=S,i
CC1CCC2(CC1)NC(=O)N(NC(=O)c1cnccn1)C2=O (stereo not drawn),i
O=c1c2ccccc2nnn1CSc1ccccc1F,i
NS(=O)(=O)c1cc([N+](=O)[O-])ccc1Cl,i
O=C(CSc1nnc(C2CC2)n1C1CC1)NCc1ccco1,i
CCCCN(CCCC)[P+](N(C)C)(N(CCCC)CCCC)N(CCCC)CCCC,i
O=C(NC(=S)Nn1cnnc1)C1CCCCC1,i
C=CCn1c(SCC(=O)NC2CCCC2)nnc1C1CCCCC1,i
Cc1cc2nc(Oc3cccc4c3OC(C)(C)C4)c3ccccc3n2n1,i
O=C1NC2(CCCC2)C(=O)N1Cc1cc2c(cc1Br)OCCO2,i
O=C(CC1Sc2ccccc2NC1=O)OCc1cc(=O)n2c3c(sc2n1)CCCC3 (stereo not drawn),i
CC(C)(C)c1ccc(-c2n[nH]c(=S)n2/N=C/C(Br)=C/c2ccccc2)cc1,i
Fc1c(F)c(F)c(N=Cc2ccc(C=Nc3c(F)c(F)c(F)c(F)c3F)cc2)c(F)c1F,i
O=C1N(c2ccc3c(c2)OCO3)C(c2cccc(F)c2)C1(F)F (stereo not drawn),i
CCN(CC(=O)NC(C)(C)C)C(=O)C1CC2CCCC(C1)C21SCCS1 (stereo not drawn),i
C#CCN1C(=O)S/C(=C\c2ccc(N3CCCCC3)o2)C1=O,i
O=C1NC(=NC2CCCC2)S/C1=C\c1ccc2c(c1)OCO2,i
COC(=O)c1noc(C(=O)OC)c1O,i
Nc1c(Cl)cc(S(N)(=O)=O)cc1Cl,i
Nc1cc2c(cc1N)OCCCO2,i

# By substructure, the entries above with two or more sulfur atoms (six)
SMILES,PL biosyn Enam
O=C(N1CCN(S(=O)(=O)c2cccs2)CC1)n1ccnc1,i
O=C(CSc1nnnn1C1CC1)N1CCN(C(=O)c2cccs2)CC1,i
O=S(=O)(c1ccc(I)cc1)N1CCSC1c1ccccc1 (stereo not drawn),i
C=CCN1C(=O)/C(=C/c2c(N3CCCCC3)nc3c(C)cccn3c2=O)SC1=S,i
O=C(CC1Sc2ccccc2NC1=O)OCc1cc(=O)n2c3c(sc2n1)CCCC3 (stereo not drawn),i
CCN(CC(=O)NC(C)(C)C)C(=O)C1CC2CCCC(C1)C21SCCS1 (stereo not drawn),i

# New compounds follow
SMILES,PL biosyn Enam
Clc1ccc2c(N/N=C/c3ccc(Cl)c(Cl)c3)ccnc2c1,i
CCn1c2ccccc2c2cc(P(=Nc3ccccc3)(N3CCCC3)C(C)(C)C)ccc21 (stereo not drawn),i
O=P1(NCc2cccnc2)C=C(c2ccccc2)SC(c2ccccc2)=C1,i
O=S(=O)(c1ccc(Cl)cc1)N1CCSC1c1ccco1 (stereo not drawn),i
COc1ccc(-c2oc3ncn(CCCn4ccnc4)c(=N)c3c2-c2ccc(OC)cc2)cc1,i
O=C(CS(=O)c1ccc(SC(F)(F)C(F)(F)C(F)(F)F)cc1[N+](=O)[O-])NC1CCS(=O)(=O)C1 (stereo not drawn),i
Cc1noc(C)c1CSCc1cc(=O)oc2cc3c(cc12)CCC3,i
CCN(CC)P1(=Nc2cccc(C(F)(F)F)c2)/C(=C2\N(C)c3ccccc3C2(C)C)C=NN1c1ccccc1 (stereo not drawn),i
CC1CCCC(C)N1CC(O)COCCC12CC3CC(CC(C3)C1)C2 (stereo not drawn),i
Oc1c(Br)cc(Br)cc1C=C(c1nc2ccccc2s1)c1nc2ccccc2s1,i
NC1=NC(c2c[nH]c3ccccc23)n2c(nc3cc4c(cc32)OCCCO4)N1 (stereo not drawn),i
CC(C)(C)c1cc(Cc2cc(C(C)(C)C)c(O)c(C(C)(C)C)c2)cc(C(C)(C)C)c1O,i
O=C(Nc1ccc2c(c1)OC1(CCCC1)O2)C1=CN2CCS(=O)(=O)N=C2C=C1,i
O=c1cc(CSc2nnc(C3CC3)o2)nc2sccn12,i
CN(C)P(=NC(=S)N1CCCCCC1)(N(C)C)C12CC3CC(CC(C3)C1)C2,i

# Three entries from above, ordered by number of heavy atoms, high to low.
SMILES,PL biosyn Enam
O=C(CS(=O)c1ccc(SC(F)(F)C(F)(F)C(F)(F)F)cc1[N+](=O)[O-])NC1CCS(=O)(=O)C1 (stereo not drawn),i
CC1CCCC(C)N1CC(O)COCCC12CC3CC(CC(C3)C1)C2 (stereo not drawn),i
O=S(=O)(c1ccc(Cl)cc1)N1CCSC1c1ccco1 (stereo not drawn),i

# The listing continues.
SMILES,PL biosyn Enam
COC(=O)c1ccc(COC(=O)c2cc(C)no2)o1,i
O=P1(Nc2ccc(NP3(=O)C=C(c4ccccc4)OC(c4ccccc4)=C3)cc2)C=C(c2ccccc2)OC(c2ccccc2)=C1,i
CCOC(=O)C1=C(COC(=O)c2c(NC(=O)C(C)(C)C)sc(C)c2C)NC(=O)NC1C (stereo not drawn),i
Cc1cc(NC(=O)Cn2c(=O)/c(=C\c3ccc(C)s3)s/c2=C\C(=O)C(C)(C)C)no1,i
O=C(OCC(=O)C12CC3CC(CC(C3)C1)C2)C1CCN(S(=O)(=O)c2cccs2)CC1,i
Cc1nnc(C)n1/N=C/c1c[nH]c2ccccc12,i
Cc1ccc(C2=CC(c3ccc(Cl)cc3)n3nnnc3N2)cc1 (stereo not drawn),i
c1csc(-c2noc(CSc3ncnc4ccccc34)n2)c1,i
CCN(C1CCS(=O)(=O)C1)S(=O)(=O)c1ccc(Cl)cc1 (stereo not drawn),i
CCCCCC1=CCC/C1=N/NC(=O)c1cc2c(s1)CCC(C)C2 (stereo not drawn),i
Cc1ccc(-c2csc3nc[nH]c(=S)c23)cc1,i
Cn1c(CCCO)nc2ccccc21,i
O=C(CSc1nnc(-c2cccs2)n1CC1CCCO1)NCCN1C(=O)CSC1=O (stereo not drawn),i
O=c1[nH]c(O)c(C=NC2CCCCCC2)c(=O)[nH]1,i
CNC(=S)NN1C(C)CCCC1C (stereo not drawn),i
O=C(COC(=O)C12CC3CC(CC(O)(C3)C1)C2)NCCN1C(=O)CSC1=O,i
CSc1nc2nc(-c3cccs3)cc(C(F)(F)F)c2c(=O)[nH]1,i
Clc1ccc2nc(-c3cc4ccccc4o3)cn2c1,i
Cn1ccsc1=NC(=O)/C=C/c1ccc(Br)o1,i
O=S(=O)(Nc1ccc(Cl)cc1F)c1ccc(Cl)s1,i
CCNC(=S)N/N=C(\C)c1cccs1,i
C=CCN=c1scc(-c2ccccc2)n1/N=C/c1ccc(C(F)(F)F)cc1,i
CC(C)Cn1c(=O)n(C)c(=O)c2c(SCC(=O)N3CCNC3=O)nc(CC(C)(C)C)nc21,i
O=S(=O)(c1ccc2c(c1)OCCO2)N(Cc1ccc2c(c1)OCO2)C1CCCC1,i
Cn1c(C(=O)NCCC2=CCCCC2)cc2c(=O)n3ccccc3nc21,i
Cc1ccc(C=Nc2cc(C)on2)c(O)c1,i
CS(=O)(=O)Nc1cc(Cl)c(Cl)cc1Cl,i
Clc1ccc(-c2ccc(C3=Nn4c(Cc5ccccc5)nnc4SC3)o2)cc1Cl,i
CN1CCN(/N=C/c2ccc(F)cc2)CC1,i
COC(=O)c1sccc1N=CC1=C(O)CC(C)(C)CC1=O,i

# Part of the list above, field by field.
SMILES: Cc1ccc(C=Nc2cc(C)on2)c(O)c1
  PL biosyn Enam: i
SMILES: Cn1c(C(=O)NCCC2=CCCCC2)cc2c(=O)n3ccccc3nc21
  PL biosyn Enam: i
SMILES: C=CCN=c1scc(-c2ccccc2)n1/N=C/c1ccc(C(F)(F)F)cc1
  PL biosyn Enam: i

# The results go on.
SMILES,PL biosyn Enam
CCCn1c(SCc2cc(C)on2)n[nH]c1=O,i
c1csc(-c2noc(CSc3nnc(C4CC4)n3C3CC3)n2)c1,i
Cc1ccc(-n2c(C)cc(C3=NNC(=NC4CC4)SC3)c2C)cc1C,i
O=S(=O)(c1ccc(OC(F)(F)F)cc1)N1CCN(S(=O)(=O)c2cccs2)CC1,i
S=C(Nc1ccc(Cl)cc1Cl)Nn1cnnc1,i
Cc1nnc2n1N=C(c1ccc(F)cc1)CS2,i
Fc1ccccc1C1C=C(c2ccc(Br)cc2)Nc2nc(-c3ccccc3)nn21 (stereo not drawn),i
Cc1cc(C)c(NC(=NCc2ccc3c(c2)OCO3)Nc2c(C)cc(C)cc2C)c(C)c1,i
Cc1cc2ncn(Cc3cc(Cl)cc4c3OCOC4)c2cc1C,i
NC(=O)c1ccsc1NC(=O)c1ccc([N+](=O)[O-])s1,i
c1ccc2c(NCCNc3ncnc4ccccc34)cccc2c1,i
Nc1ncn2c(n1)nc1ccccc12,i
Fc1ccccc1-c1n[nH]c(=S)n1C1CCCC1,i
Clc1ccc(Sc2ccnc3cc(Cl)ccc23)cc1,i
Cc1nc2ncnn2c(C)c1CCC(=O)NC1(C)CCS(=O)(=O)C1 (stereo not drawn),i
Oc1ccc2ccccc2c1C=C(c1nc2ccccc2s1)c1nc2ccccc2s1,i
CCC1(c2ccc(Cl)c(Cl)c2)NC(=S)N(c2ccc(C)c(C)c2)N1 (stereo not drawn),i
Cn1c(=O)c2c(ncn2CCCC(=O)OC2CCCCC2)n(C)c1=O,i
O=C(O)c1nc(N2CCCC2)ncc1Cl,i
CCN(CC)P1(=Nc2cc(Cl)ccc2Cl)/C(=C2\N(C)c3ccccc3C2(C)C)C=NN1C (stereo not drawn),i
CC(C)(C)c1ccc(C=Nc2ccc(-c3cn4ccsc4n3)cc2)cc1,i
CN1CCC(=NNC(=O)Cc2cn3ccsc3n2)CC1,i
CCOC(=O)c1c(N=Cc2c(O)[nH]c(=O)[nH]c2=O)sc(C(=O)OC)c1CC(=O)OC,i
COc1ccc(C2SCCN2S(=O)(=O)c2ccc(I)cc2)cc1OC (stereo not drawn),i
O=C1C2C(C(=O)N1CC(=O)N1CCc3ccccc31)C1(Cl)C(Cl)=C(Cl)C2(Cl)C1(Cl)Cl (stereo not drawn),i
COc1ccc(OC)c(-c2csc(=Nc3cccnc3)n2C2CCCC2)c1,i
CCOC(=O)C1=C(COC(=O)CCN2C(=O)C3CC=CCC3C2=O)NC(=O)NC1C (stereo not drawn),i
COC(=O)C(C(=O)OC)c1ccc([N+](=O)[O-])o1,i
Cc1coc2cc3oc(=O)c4c(c3cc12)CCCC4,i
Cc1nn(C(C)(C)C)c2c1C(c1cc3c(cc1[N+](=O)[O-])OCO3)C1=C(CC(C)(C)CC1=O)N2 (stereo not drawn),i
COCCn1c(C)cc(C(=O)COC(=O)C2CC3CCCC(C2)C32SCCS2)c1C (stereo not drawn),i
CCOC(=O)C1=C(C)NC2=C(C(=O)CC(C)(C)C2)C1c1ccco1 (stereo not drawn),i
CC(C)Cn1c(=S)[nH]c2sc3c(c2c1=O)CCC(C)C3 (stereo not drawn),i
Cc1cc(CSc2nnc(NC3CC3)s2)on1,i
Cc1nnsc1C(=O)OCc1cc(=O)n2cccc(C)c2n1,i
CCCCN1C(=O)CNC1=S,i
O=S(=O)(NNc1c(F)c(F)cc(F)c1F)c1ccc(Cl)cc1,i
O=c1cc(CSc2nnc3ccccn23)c2cc3c(cc2o1)CCC3,i
O=S(=O)(c1ccc(N2CCN(S(=O)(=O)c3ccc4ccccc4c3)CC2)nc1)N1CCCC1,i
Cc1nc(SCC(N)=O)c2c3c(sc2n1)CCCC3,i
O=C(O)c1cncs1,i
O=C(NNC(=O)c1sc2ccccc2c1Cl)c1cc(=O)c2ccccc2o1,i
O=C(N/N=C/c1cccs1)C1CCN(S(=O)(=O)c2cccs2)CC1,i
C/C(=C\C(=O)O)C12CC3CC(CC(C3)C1)C2,i
Cc1nc(-n2cnc3cc(C)c(C)cc32)c2c3c(sc2n1)CCCC3,i
CCN(CC)c1ccc(-c2n[nH]c(=S)n2CC)cc1,i
O=C1c2ccccc2S(=O)(=O)N1CCSc1nnnn1C1CCCC1,i
CCOC(=O)c1c(-c2ccc(C)o2)csc1N=Cc1c(O)[nH]c(=S)[nH]c1=O,i
COCCNC(=S)NN=C1CCCCCCCCCCC1,i

# Source: PubChem BioAssay (School of Medicine, Boston University)
